Screening results (PubChem BioAssay)
DAX1 inh-1 – inhibitors of human orphan nuclear receptor DAX1 (NR0B1); AID 504766; P51843; inhibition, % at 6.75 µM; HEK293 Gal4-DAX1 luciferase reporter, luminescence; 0.99% of 340,000 active;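 active = inhibition above the mean over all tested compounds plus 3 SD, cut at about 4.2% in these data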;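 also: 0% = DAX1-transfected cells with DMSO and 100% = empty-vector control cells with DMSO; inhibition shows as a rise in luminescence from relieved DAX1 repression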
Target sequence (P51843 207-470 limits assumed): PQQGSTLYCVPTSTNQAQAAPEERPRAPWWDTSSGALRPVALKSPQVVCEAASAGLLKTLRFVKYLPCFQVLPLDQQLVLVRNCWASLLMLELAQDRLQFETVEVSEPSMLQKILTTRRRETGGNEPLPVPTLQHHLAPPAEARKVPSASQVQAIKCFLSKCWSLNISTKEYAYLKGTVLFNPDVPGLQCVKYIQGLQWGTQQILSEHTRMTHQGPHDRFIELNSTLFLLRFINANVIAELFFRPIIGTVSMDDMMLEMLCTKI
DAX1 inh-2 – inhibitors of DAX1 repression of SF-1 activated StAR promoter. inhibition, % at 6.8 µM. HEK293T StAR-luciferase reporter, SF-1/DAX-1 repression relief. AID 652010. 1.1% of 370,000 active;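 active = inhibition above the mean over all tested compounds plus 3 SD, cut at about 3.6% in these data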;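 also: 0% = DAX-1 cells with DMSO and 100% = cells lacking DAX-1 with DMSO; higher inhibition means more luminescence from relief of DAX-1 repression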
GAA850 FXN act – activators of GAA850 frataxin (FXN) promoter. HEK293 lucGAA850 FXN promoter luciferase reporter, 24 h; percent of 10 µM SAHA response. activation, % at 6 µM. 0.56% of 360,000 active;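 active = activation above the average of all compounds screened plus 3 SD, cutoff fixed separately per campaign, cut at about 7.5% in these data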;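 also: 0% = DMSO wells and 100% = 10 µM SAHA wells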
SMARCA2 activ – increases SMARCA2 function in MMTV reporter cells; MG213 cells, MMTV-luciferase reporter, dexamethasone, overnight; activation, % at 9.1 µM; 1% of 370,000 active; in the data active = activation above about 7.8%;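 also: 0% = vehicle wells and 100% = reference activator wells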
ssDAF12 agonist – activators of S. stercoralis DAF-12 nuclear receptor; 1% of 370,000 active; activation, % at 6.8 µM; HEK293 ssDAF-12/GRIP1 lit1-tk-luc reporter, luminescence; % of 3 µM dafachronic acid response; AID 652126;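 active = activation above the mean over all tested compounds plus 3 SD, cut at about 0.9% in these data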;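 also: 0% = DMSO-only wells and 100% = 3 µM delta7-dafachronic acid wells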
hgDAF-12 ag – agonists of H. glycines DAF-12 nuclear receptor; AID 687014; 1.8% of 370,000 active; activation, % at 6.8 µM; HEK293 GAL4-hgDAF12 UAS-luciferase reporter, agonist luminescence; normalized to butyrate control;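 active = activation above a cutoff set at the mean of all screened compounds plus 3 SD, cut at about 10% in these data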;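 also: 0% = DMSO wells and 100% = sodium butyrate wells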
PG9 binder – small molecules binding HIV-1 gp120 antibody PG9; TR-FRET gp120-PG9 antibody binding; inhibition, % at 6.7 µM; 0.43% of 360,000 active; AID 624416; in the data active = inhibition above about 8.5%
NPR1 activator – GC-A (human) enzyme activation | P16066 | HEK293 GC-A cells, cGMP TR-FRET, EC30 ANP; 0% at EC30 ANP, 100% saturating ANP | activation, % at 10 µM | 0.14% of 370,000 active | AID 1671463; in the data active = activation above about 40%
hcDAF-12 act – H. contortus DAF-12 activation, primary screen | HEK293 hcDAF-12 lit1-tk-luc reporter, luminescence; 0% DMSO, 100% Δ7-dafachronic acid | activation, % at 6.8 µM | 1.4% of 370,000 active | AID 652067;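 active = activation above the mean of all tested compounds plus 3 SD, cut at about 5.5% in these data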;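 also: 100% = response to 3 µM Δ7-dafachronic acid high control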
ADAM10 inh – inhibits human ADAM10; recombinant ADAM10, EDANS/DABCYL FRET peptide cleavage, 3 h; 0.62% of 370,000 active; AID 720582; inhibition, % at 7 µM;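 active = inhibition above a per-campaign cutoff equal to the mean of compounds falling between control-based bounds plus 3 SD, cut at about 20% in these data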;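 also: 0% = DMSO wells while the 100% control is not disclosed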
ADAM17 inh – inhibitors of human ADAM17; P78536; recombinant ADAM17, EDANS/DABCYL FRET peptide cleavage; inhibition, % at 6.95 µM; 0.83% of 370,000 active; AID 720648;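 active = inhibition above the mean of compounds lying between control limits plus 3 SD, set per campaign, cut at about 8.5% in these data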;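 also: 0% = DMSO-only wells as the low control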
Target sequence (P78536 215-824 limits assumed): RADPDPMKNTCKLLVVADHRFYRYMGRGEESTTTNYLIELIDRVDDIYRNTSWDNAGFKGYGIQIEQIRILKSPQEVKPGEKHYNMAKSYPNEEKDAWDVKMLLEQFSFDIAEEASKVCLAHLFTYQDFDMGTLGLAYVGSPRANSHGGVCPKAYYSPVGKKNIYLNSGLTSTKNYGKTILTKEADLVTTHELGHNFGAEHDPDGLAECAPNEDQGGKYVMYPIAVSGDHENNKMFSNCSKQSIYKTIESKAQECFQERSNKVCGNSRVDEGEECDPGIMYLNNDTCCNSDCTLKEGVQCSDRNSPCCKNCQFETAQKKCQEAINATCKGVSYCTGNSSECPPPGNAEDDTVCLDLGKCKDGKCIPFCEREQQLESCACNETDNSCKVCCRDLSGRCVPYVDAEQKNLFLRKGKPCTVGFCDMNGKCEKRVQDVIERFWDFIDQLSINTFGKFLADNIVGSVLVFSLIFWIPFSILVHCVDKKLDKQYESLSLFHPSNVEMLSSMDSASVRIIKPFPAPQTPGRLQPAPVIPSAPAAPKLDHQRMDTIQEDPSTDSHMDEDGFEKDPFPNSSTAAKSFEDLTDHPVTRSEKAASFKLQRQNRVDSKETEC
Active calls of the source: *.

`COc1ccc(C(=O)Nc2nc(CC(=O)NCc3c(F)cccc3F)cs2)cc1` gave DAX1 inh-1 -0.5, DAX1 inh-2 0.9, GAA850 FXN act 2.5, SMARCA2 activ 1, ssDAF12 agonist -0.3, hgDAF-12 ag 8.2, PG9 binder -1.1, NPR1 activator 0, hcDAF-12 act -0.3, ADAM10 inh 0 and ADAM17 inh -1.
CN1CCCC(C)(C(=O)Nc2ccc(-n3cccc3)cc2)C1 (centres undefined) was read as DAX1 inh-2 -1.1, GAA850 FXN act -0.2, SMARCA2 activ 1, ssDAF12 agonist -1.5, hgDAF-12 ag 0.8, PG9 binder -0.8, NPR1 activator 3, hcDAF-12 act -0.6, ADAM10 inh -2 and ADAM17 inh 1.
For CCC(C)(C)C1CCc2[nH]nc(C(=O)NN)c2C1 (centres undefined) the results were DAX1 inh-1 1.3, DAX1 inh-2 0.3, GAA850 FXN act 0.1, SMARCA2 activ 2, ssDAF12 agonist -2.1, hgDAF-12 ag -2.6, PG9 binder -0.8, NPR1 activator -4, hcDAF-12 act -1.1, ADAM10 inh 14 and ADAM17 inh 3.
`COc1ccc(COc2ccccc2C(N)=O)cc1F` gave DAX1 inh-1 2.0, DAX1 inh-2 1.4, GAA850 FXN act 2.5, SMARCA2 activ 3, ssDAF12 agonist -0.9, hgDAF-12 ag 5.5, PG9 binder -1.9, NPR1 activator -5, hcDAF-12 act 0.8, ADAM10 inh 6 and ADAM17 inh -1.
CN(C(=O)CN1C(=O)/C(=C/c2ccc(F)cc2)SC1=S)C1CCS(=O)(=O)C1 (centres undefined) was read as DAX1 inh-1 0.1, DAX1 inh-2 0.0, GAA850 FXN act 2.4, SMARCA2 activ -1, ssDAF12 agonist -1.1, hgDAF-12 ag 1.6, PG9 binder -0.8, NPR1 activator 4, hcDAF-12 act -1.0, ADAM10 inh -4 and ADAM17 inh 3.
`Cc1cc(C)c2c(-n3cccc3)nn(CC#N)c2n1` gave DAX1 inh-1 -0.3, DAX1 inh-2 0.5, GAA850 FXN act 0.7, SMARCA2 activ 2, ssDAF12 agonist -1.4, hgDAF-12 ag -1.9, PG9 binder -0.9, NPR1 activator 1, hcDAF-12 act -0.4, ADAM10 inh 1 and ADAM17 inh -3.
For O=C(Nc1ccc(N2CCOCC2)cc1)c1ccc(COc2ccccc2)cc1 the results were DAX1 inh-1 -1.9, DAX1 inh-2 -0.3, GAA850 FXN act -0.4, SMARCA2 activ -3, ssDAF12 agonist -1.0, hgDAF-12 ag -3.0, PG9 binder -1.2, NPR1 activator -4, hcDAF-12 act -2.1, ADAM10 inh 2 and ADAM17 inh -2.
For CCCCCOc1ccc(Br)cc1/C(C)=N/NC1=NCCN1 the results were DAX1 inh-1 -0.5, DAX1 inh-2 -1.0, GAA850 FXN act -1.3, SMARCA2 activ -4, ssDAF12 agonist -1.1, hgDAF-12 ag -3.7, PG9 binder 0.5, NPR1 activator -34, hcDAF-12 act 2.4, ADAM10 inh 2 and ADAM17 inh 0.
For Cc1ccc(SCC(=O)NCCSCc2ccccc2)cc1 the results were DAX1 inh-1 0.5, DAX1 inh-2 -0.5, GAA850 FXN act 1.4, SMARCA2 activ -2, ssDAF12 agonist -0.2, hgDAF-12 ag -0.7, PG9 binder 0.4, NPR1 activator -2, hcDAF-12 act -0.5, ADAM10 inh 6 and ADAM17 inh -3.
`CC1(C)Cc2ccccc2C(N)=C1C#N` gave DAX1 inh-1 -0.9, DAX1 inh-2 -0.7, GAA850 FXN act 2.2, SMARCA2 activ -3, ssDAF12 agonist -2.2, hgDAF-12 ag -1.5, PG9 binder -3.0, NPR1 activator -1, hcDAF-12 act -1.5, ADAM10 inh 4 and ADAM17 inh -3.
`O=C(O)c1ccc(Br)c(S(=O)(=O)N2CCCC2)c1` gave DAX1 inh-1 0.0, DAX1 inh-2 0.7, GAA850 FXN act 0.2, SMARCA2 activ -1, ssDAF12 agonist -1.3, hgDAF-12 ag -2.7, PG9 binder 0.7, NPR1 activator 4, hcDAF-12 act 0.8, ADAM10 inh -4 and ADAM17 inh -2.
Screening CCOc1cc(C2C(C(=O)N3CCCCC3)=C(C)NC3=C2C(=O)CC(C)(C)C3)ccc1O (centres undefined) returned DAX1 inh-1 1.5, DAX1 inh-2 -0.5, GAA850 FXN act -1.5, SMARCA2 activ -1, ssDAF12 agonist -1.6, hgDAF-12 ag -1.4, PG9 binder 1.0, NPR1 activator -1, hcDAF-12 act -2.6, ADAM10 inh -77 and ADAM17 inh -18.
For Cc1ccc(S(=O)(=O)N2CCCC2CNC(=O)c2ccccc2)cc1 (centres undefined) the results were DAX1 inh-1 -0.1, DAX1 inh-2 -0.4, GAA850 FXN act -1.8, SMARCA2 activ 0, ssDAF12 agonist -0.5, hgDAF-12 ag -0.5, PG9 binder 0.0, NPR1 activator -1, hcDAF-12 act -1.8, ADAM10 inh -3 and ADAM17 inh 1.
COc1cccc(CN2CCN(C(=O)CC(C)C)CC2)c1 was read as DAX1 inh-1 0.4, DAX1 inh-2 -0.3, GAA850 FXN act 3.1, SMARCA2 activ 1, ssDAF12 agonist -1.0, hgDAF-12 ag -1.6, PG9 binder 1.2, NPR1 activator 2, hcDAF-12 act -0.3, ADAM10 inh 2 and ADAM17 inh 1.
For CN(C1(C)CCS(=O)(=O)C1)S(=O)(=O)c1ccc(F)cc1 (centres undefined) the results were DAX1 inh-1 0.1, DAX1 inh-2 3.5, GAA850 FXN act 2.7, SMARCA2 activ -3, ssDAF12 agonist -0.9, hgDAF-12 ag -0.1, PG9 binder -0.9, NPR1 activator 2, hcDAF-12 act -1.7, ADAM10 inh 1 and ADAM17 inh 1.
For COc1cccc(N(CC(=O)NC2CCCC2)C(=O)Cn2nnc(-c3ccc(C)o3)n2)c1 the results were DAX1 inh-1 0.2, DAX1 inh-2 0.0, GAA850 FXN act 0.4, SMARCA2 activ 1, ssDAF12 agonist -1.1, hgDAF-12 ag 0.0, PG9 binder -3.1, NPR1 activator 3, hcDAF-12 act -0.7, ADAM10 inh -6 and ADAM17 inh 0.
CCc1ccc(NC(=O)CC2C(=O)N(c3ccc(OC)cc3)C(=O)N2CCOC)cc1 (centres undefined) was read as DAX1 inh-1 -0.1, DAX1 inh-2 0.2, GAA850 FXN act 0.5, SMARCA2 activ -1, ssDAF12 agonist -1.9, hgDAF-12 ag -0.8, PG9 binder -0.3, NPR1 activator 2, hcDAF-12 act -0.5, ADAM10 inh -5 and ADAM17 inh -1.
O=c1c2ccccc2oc2ccc(Oc3ccccc3)cc12 was read as DAX1 inh-1 5.1*, DAX1 inh-2 1.6, GAA850 FXN act 2.6, SMARCA2 activ 6, ssDAF12 agonist -0.2, hgDAF-12 ag 9.2, PG9 binder -0.4, NPR1 activator -1, hcDAF-12 act 2.6, ADAM10 inh 2 and ADAM17 inh 0.
Screening CCN1CCN(CCNC(=O)c2ccc3c(c2)NC(=O)/C(=C\c2ccc(OC)c(OC)c2)S3)CC1 returned DAX1 inh-1 -0.5, DAX1 inh-2 2.5, GAA850 FXN act 6.2, SMARCA2 activ 5, ssDAF12 agonist -1.5, hgDAF-12 ag 0.3, PG9 binder -11, NPR1 activator 10, hcDAF-12 act -0.2, ADAM10 inh 5 and ADAM17 inh -4.
Screening COc1cc(CN2CCN(c3cccc(C)c3C)CC2)cc(OC)c1O returned DAX1 inh-1 -1.2, DAX1 inh-2 -1.3, GAA850 FXN act -2.7, SMARCA2 activ -1, ssDAF12 agonist -0.9, hgDAF-12 ag -2.4, PG9 binder 0.2, NPR1 activator -1, hcDAF-12 act 0.7, ADAM10 inh -5 and ADAM17 inh -3.
`COc1ccc(OCCCN2CCCC(C)C2)cc1` (centres undefined) gave DAX1 inh-1 1.0, DAX1 inh-2 -0.8, GAA850 FXN act -1.0, SMARCA2 activ -1, ssDAF12 agonist -0.7, hgDAF-12 ag -0.3, PG9 binder -0.2, NPR1 activator 0, hcDAF-12 act -0.7, ADAM10 inh -25 and ADAM17 inh -4.
Cc1csc(=O)n1CC(=O)OCC(=O)N(CC(C)C)c1c(N)n(Cc2ccccc2)c(=O)[nH]c1=O was read as DAX1 inh-1 2.2, DAX1 inh-2 1.2, GAA850 FXN act -0.5, SMARCA2 activ -2, ssDAF12 agonist -1.3, hgDAF-12 ag -0.5, PG9 binder 1.6, NPR1 activator -1, hcDAF-12 act -0.5, ADAM10 inh -7 and ADAM17 inh -2.
For CCOc1ccc(CCNC(=O)COC(=O)Cc2ccc(F)cc2)cc1OCC the results were DAX1 inh-1 -0.4, DAX1 inh-2 1.0, GAA850 FXN act 2.1, SMARCA2 activ -1, ssDAF12 agonist -1.0, hgDAF-12 ag -0.1, PG9 binder 1.7, NPR1 activator 0, hcDAF-12 act -2.0, ADAM10 inh -3 and ADAM17 inh -1.
For CCOc1ccc(NC(=O)c2cccc(NC3=NC4CS(=O)(=O)CC4S3)c2)cc1 (centres undefined) the results were DAX1 inh-1 0.5, DAX1 inh-2 -0.4, GAA850 FXN act 1.5, SMARCA2 activ -3, ssDAF12 agonist -1.0, hgDAF-12 ag 0.0, PG9 binder 0.4, NPR1 activator -3, hcDAF-12 act -0.2, ADAM10 inh 8 and ADAM17 inh 5.
OCc1nc2ccccc2n1Cc1c(F)cccc1Cl was read as DAX1 inh-1 -0.8, DAX1 inh-2 -0.2, GAA850 FXN act 1.2, SMARCA2 activ -2, ssDAF12 agonist -1.3, hgDAF-12 ag 0.2, PG9 binder -2.3, NPR1 activator 1, hcDAF-12 act -1.3, ADAM10 inh -3 and ADAM17 inh -3.
Cc1cc(OCCCCN2C(=O)NC(C)(C)C2=O)ccc1[N+](=O)[O-] was read as DAX1 inh-1 -2.2, DAX1 inh-2 -1.1, GAA850 FXN act -0.2, SMARCA2 activ -2, ssDAF12 agonist -1.6, hgDAF-12 ag -4.2, PG9 binder 1.2, NPR1 activator 8, hcDAF-12 act 0.0, ADAM10 inh -1 and ADAM17 inh -5.
COc1ccc(/C=C2\N=C(C)N(c3ccc4ccccc4c3)C2=O)cc1OC was read as DAX1 inh-1 -0.5, DAX1 inh-2 -1.1, GAA850 FXN act 0.8, SMARCA2 activ -2, ssDAF12 agonist 0.5, hgDAF-12 ag 0.7, PG9 binder -1.3, NPR1 activator 9, hcDAF-12 act -0.5, ADAM10 inh -3 and ADAM17 inh -1.

In the list so far, these contain a cyano group:
`Cc1cc(C)c2c(-n3cccc3)nn(CC#N)c2n1` gave DAX1 inh-1 -0.3, DAX1 inh-2 0.5, GAA850 FXN act 0.7, SMARCA2 activ 2, ssDAF12 agonist -1.4, hgDAF-12 ag -1.9, PG9 binder -0.9, NPR1 activator 1, hcDAF-12 act -0.4, ADAM10 inh 1 and ADAM17 inh -3.
`CC1(C)Cc2ccccc2C(N)=C1C#N` gave DAX1 inh-1 -0.9, DAX1 inh-2 -0.7, GAA850 FXN act 2.2, SMARCA2 activ -3, ssDAF12 agonist -2.2, hgDAF-12 ag -1.5, PG9 binder -3.0, NPR1 activator -1, hcDAF-12 act -1.5, ADAM10 inh 4 and ADAM17 inh -3.
